High-throughput results deposited in PubChem by National Center for Advancing Translational Sciences (NCATS).
HT1080-NT tox: qHTS for induction of synthetic lethality in tumor cells producing 2HG: qHTS for the HT-1080-NT fibrosarcoma cell line; 1.6% of 360,000 active; Potency, µM (top dose mostly 46.1 µM), for the others: at the highest dose activity, negative = less viability, usual class: cytotoxic; HT-1080-NT fibrosarcoma viability, CellTiter-Glo ATP luminescence, 48 h; AID 686970, 2013;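 further: NT is the 2HG producing partner of a matched IDH1 knockdown line; potency means the concentration at half of the fitted maximal effect; 0% = DMSO-treated cells and -100% = media-only wells without cells; nearly all actives have a fitted effect of over 55% in size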
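Compounds were tested in concentration-response format on HT-1080-NT cells for 48 hours at 37 degrees C. Cell viability came from CellTiter-Glo luminescence; curves were classified by r2, response magnitude and activity.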
HT1080 IDH1KD tx: qHTS for induction of synthetic lethality in tumor cells producing 2HG: qHTS for the HT-1080-IDH1KD cell line. Potency, µM (doses to about 46.1 µM), for inactives: at the top dose activity, negative = toxicity, actives largely listed as cytotoxic. AID 686971, 2013. 2% of 360,000 active. HT-1080 IDH1 knockdown viability, ATP luminescence, 48 h;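 further: potency means the concentration at half of the fitted maximal effect; 0% = DMSO wells and -100% = cell-free medium wells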
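% activity derives from luminescence (CellTiter-Glo), normalised to DMSO and no-cell wells. HT-1080-IDH1KD cells, 750/well, had 48 h compound exposure at 37 °C.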
DRD3 antagonist: qHTS of D3 Dopamine Receptor Antagonist: qHTS; D(3) dopamine receptor (Homo sapiens), P35462; D3R cells, DiscoveRx beta-arrestin luminescence, antagonist mode; active compounds read low; max response, negative = inhibition, %; 2.5% of 360,000 active; AID 652054, 2013; in the data active means max response below about -50%; inconclusive means no clear call, values can overlap the other calls; further: on the % scale 0 is the no-effect control and ±100 the full control effect; mostly tested at two doses, the higher about 12 µM
Target sequence (P35462 whole entry, looked up): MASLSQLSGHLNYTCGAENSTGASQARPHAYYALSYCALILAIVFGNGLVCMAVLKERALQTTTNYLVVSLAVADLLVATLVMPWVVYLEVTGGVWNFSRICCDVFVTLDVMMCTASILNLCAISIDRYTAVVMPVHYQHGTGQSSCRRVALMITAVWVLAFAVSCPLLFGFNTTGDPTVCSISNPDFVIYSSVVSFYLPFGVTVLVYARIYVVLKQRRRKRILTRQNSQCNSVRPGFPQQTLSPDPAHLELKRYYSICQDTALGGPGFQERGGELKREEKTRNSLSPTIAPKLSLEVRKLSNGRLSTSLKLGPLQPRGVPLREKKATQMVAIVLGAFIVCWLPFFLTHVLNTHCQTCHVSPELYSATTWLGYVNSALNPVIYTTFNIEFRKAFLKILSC
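Cells expressing the human receptor were seeded at 1500 cells/well, incubated overnight at 37 degrees C in 5% CO2, then exposed to library compounds with dopamine controls for 90 minutes at 37 degrees C before luminescent detection.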
DRD3 agonist: qHTS of D3 Dopamine Receptor Agonist: qHTS; D(3) dopamine receptor (Homo sapiens), P35462; D3R DiscoveRx beta-arrestin cells, luminescence, 90 min; max activation, %; 0.58% of 410,000 active; in the data active means max activation above about 30%; further: 0% is about no effect; mostly tested at two doses, the higher about 12 µM
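Agonist mode: compounds and dopamine controls were applied to plated cells for 90 min at 37 degrees C after an overnight attachment at 1500 cells/well. Luminescent read-out followed 30 - 60 minutes at room temperature with DiscoveRx detection reagent.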
KB-3-1 cytotox: qHTS assay for MDR1-selective chemotherapeutics: Primary screen using the parental adenocarcinoma cell KB-3-1. 1.4% of 400,000 active. KB-3-1 viability, CellTiter-Glo ATP luminescence, 72 h. Potency, µM (titrated, usually from 46.1 µM), for inactives: at the highest dose activity change, negative = cytotoxic, usual class: cytotoxic; further: potency means the concentration at half of the fitted maximal effect; on the % scale 0 is the no-effect control and ±100 the full control effect; nearly all actives have a fitted effect of over 60% in size
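Screening of KB-3-1 cells (DMEM, 10% FBS, phenol-red free) ran from lowest to highest compound concentration; after 72 h at 37 °C viability was read luminescently and curves fitted.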
SW480 rereplic: A quantitative high throughput screen for small molecules that induce DNA re-replication in SW480 colon adenocarcinoma cells. Potency, µM (series often up to 46.1 µM), inactives show at the top dose re-replication activation, usual class: activators. 1.8% of 340,000 active. SW480 DNA re-replication, Hoechst DNA content imaging, 48 h; further: potency means the concentration at half of the fitted maximal effect; % of control where 0% means no effect; nearly all actives have a fitted effect of over 55% in size
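Compounds, transferred as 23 nL by pin tool, were incubated with cells for 48 hr; DNA content per nucleus was then quantified by Hoechst staining and fluorescence plate imaging.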
IL1B secr inh: qHTS for Inhibitors of Inflammasome Signaling: IL-1-beta AlphaLISA Primary Screen; AID 743279, 2014; THP-1 LPS/ATP IL-1B secretion, AlphaLISA, 16 h; active compounds read low; 4.7% of 360,000 active; activity change, % at 57.5 µM; in the data active means activity change below about -50%; inconclusive means mostly about -30% to -49%; further: on the % scale 0 is the no-effect control and ±100 the full control effect
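THP-1 cells pretreated 1 hr with compounds (up to 57.5 uM final), then stimulated with LPS (250 ng/mL final) plus ATP (1.25 mM final); secreted IL-1B measured by AlphaLISA after 16 hr, decreased signal indicating inhibition.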
GLP1R ag: qHTS of GLP-1 Receptor Agonists. Glucagon-like peptide 1 receptor (Homo sapiens), P43220. HEK293 GLP-1R CRE-luciferase, luminescence, 4-6 h; cells express a hypersensitive GLP-1R form. Potency, µM (titrated, usually from 45.6 µM), without a hit: top-dose activation, hits mostly activators. 0.007% of 380,000 active; further: potency means the concentration at half of the fitted maximal effect; % of control where 0% means no effect
Target sequence (P43220 whole entry, looked up): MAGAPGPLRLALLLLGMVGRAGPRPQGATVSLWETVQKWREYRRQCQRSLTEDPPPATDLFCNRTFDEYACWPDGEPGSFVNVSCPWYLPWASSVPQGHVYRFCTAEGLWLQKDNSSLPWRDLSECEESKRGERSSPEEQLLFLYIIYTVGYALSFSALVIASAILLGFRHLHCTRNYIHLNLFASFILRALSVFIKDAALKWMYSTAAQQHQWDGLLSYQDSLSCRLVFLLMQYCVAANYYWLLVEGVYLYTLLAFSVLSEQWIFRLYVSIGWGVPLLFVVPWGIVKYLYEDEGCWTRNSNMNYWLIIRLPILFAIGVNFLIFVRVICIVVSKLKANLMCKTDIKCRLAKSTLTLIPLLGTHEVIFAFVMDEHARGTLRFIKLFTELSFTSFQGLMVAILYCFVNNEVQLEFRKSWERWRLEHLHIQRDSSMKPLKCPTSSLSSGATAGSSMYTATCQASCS
KB-V1 cytotox: qHTS assay for MDR1-selective chemotherapeutics: Primary screen using the drug-selected MDR subline cells KB-V1. KB-V1 MDR cells viability, CellTiter-Glo, 72 h. 3.4% of 400,000 active. Potency, µM (highest dose often 46.1 µM), for the others: at the highest dose activity change, negative = cytotoxicity, most hits filed as cytotoxic. AID 1347076, 2019; further: potency means the concentration at half of the fitted maximal effect; on the % scale 0 is the no-effect control and ±100 the full control effect; nearly all actives have a fitted effect of over 60% in size
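Cells of the MDR subline KB-V1 are plated, dosed with compound at multiple concentrations, and incubated 72 h at 37 degrees C; CellTiter-Glo is then added and luminescence read after 10 min.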
The depositor's hits bear a star; i = inactive; ? = inconclusive; . = not tested or not shown; [ ] = another dose, or the depositor's remark. Unless noted, the call rests on the fitted dose curve; in most records, active means well fitted curve in the direction sought with a large enough effect; inconclusive means small, poorly fitted or top-dose-only effect, or another doubt; inactive means no such curve, though single readings can be large; an effect the other way counts as inactive or inconclusive.

SMILES | HT1080-NT tox | HT1080 IDH1KD tx | DRD3 antagonist | DRD3 agonist | KB-3-1 cytotox | SW480 rereplic | IL1B secr inh | GLP1R ag | KB-V1 cytotox
CCC1CCC/C1=N\NC(=O)c1ccccc1C (configuration not stated) | 4% | 5% | -5 | -14 | 2% | -9% | 28 | -2% | 11%
Cc1ccc(-c2cc[n+](Cc3ccccc3)cc2)cc1 | -26% | ? | 8 | -5 | ? | -8% | -72* | -11% | 3%
O=C1N(Nc2ccccc2)C(c2ccc(Br)cc2)C12CCCCC2 (configuration not stated) | -9% | 2% | -9 | 1 | 5% | 2% | 2 | -9% | -25%
CC1(C)CC(=O)c2c(O)cc(OCC(=O)Nc3ccc(CCO)cc3)cc2O1 | 1% | 3% | 17 | 34* | -2% | -7% | -13 | 13% | 0%
Cc1coc2c(C)c3oc(=O)c(CCC(=O)N[C@H](C(=O)O)C(C)C)c(C)c3cc12 | -6% | -1% | -6 | 5 | 0% | . | -1 | -4% | 1%
Cc1ccc(NC(=O)CSc2ccc(-c3ccccn3)nn2)cc1 | ? | ? | 18 | -3 | -1% | -2% | 122 | 6% | ?
CCCNC(=O)CN(C)CC(=O)Nc1ccccc1C#N | -2% | 3% | 8 | 2 | -1% | -95%[inhibitor][9.22 µM] | 19 | 8% | 2%
O=C(Nc1ccc(-c2cscn2)cc1)C1CCCN(Cc2ccc(CO)o2)C1 (configuration not stated) | -1% | 6% | -1 | -7 | . | 1% | -9 | 4% | .
COc1cc(Cl)ccc1OCc1cc(C(=O)N2CCN(C)C(=O)[C@@H]2C)no1 | 8% | 3% | -3 | -1 | -15% | . | 0 | 2% | ?
Cc1ccc(S(=O)(=O)c2nc(C)c3c(n2)CCC3)cc1 | -3% | 1% | -4 | -9 | 2% | -1% | -11 | 9% | -8%
COc1cc([N+](=O)[O-])c(C)cc1NC(=O)c1ccc(OC)c(OC)c1 | 5% | 17% | -6 | -1 | 0% | . | -17 | 2% | -12%
CCCCNC(=O)C1(C)CCC(=O)N1C1CC1 (configuration not stated) | 24% | 22% | 17 | 3 | 0% | . | 20 | 7% | -8%
Nc1ccc(Oc2ccccc2F)nc1 | 7% | 3% | 32 | 14 | 4% | 2% | 25 | 19% | 0%
COc1ccc(C2(C(=O)N3CCOCC3)CCCC2)cc1 | 11% | 8% | -11 | 4 | 5% | -1% | 0 | -3% | -5%
O=C(Cn1ncc2c3ccccc3n(Cc3ccccc3F)c2c1=O)NCCN1CCOCC1 | 7% | 8% | -2 | -2 | -5% | -13% | 1 | 6% | -3%
CC(=O)NC12CC3CC(CC(CC(=O)O)(C3)C1)C2 | -4% | -15% | 1 | 6 | 7% | -19% | 0 | 1% | -21%
Cc1ccc(NC(=O)c2ccc3c(c2)CCN3S(C)(=O)=O)cc1C | -20% | -13% | 13 | -7 | -3% | ? | -18 | 10% | -21%
CC(C)Cc1c(O)nc(SCCN2CCOCC2)[nH]c1=O | 2% | 0% | -3 | 3 | ? | -14% | 13 | -2% | 31%
O=c1sc2ccccc2n1COc1ccccc1 | -1% | 0% | -8 | -9 | -1% | -4% | -13 | ? | 12%
N#C/C(=C\c1ccc(OCC(N)=O)cc1)C(=O)NC1CC1 | 4% | 5% | -2 | 4 | -7% | -4% | 12 | -2% | 4%
O=C(O)CN1C(=O)SC(Nc2ccc(Cl)cc2)C1=O (configuration not stated) | -19% | ? | 0 | 3 | 3% | -4%[9.22 µM] | 11 | -10% | 3%
COc1ccc(CNC(=O)COC(=O)c2ccc(S(=O)(=O)N3CCCCC3)cc2)cc1 | -5% | 1% | -9 | 1 | 1% | -11% | 6 | -2% | 5%
O=C(O)CN=C1CC(c2ccccc2)CC(=O)/C1=C(/O)CCCN1C(=O)c2ccccc2C1=O (configuration not stated) | 19% | 8% | 7 | 12 | 10% | -9% | 1 | -1% | 8%
CCCC(=O)N1CCN(c2ccc(NC(=O)C(C)(C)C)cc2Cl)CC1 | -2% | -22% | 43 | -6 | -8% | 1% | 0 | -1% | -23%
CCOc1ncnc2c1oc1nc(CC(C)C)c3c(c12)CC(C)(C)OC3 | 8% | 17% | -5 | 4 | ? | -31%[inhibitor] | -2 | -7% | -17%
COc1ccc(OC)c(C2(O)CSC(=Nc3cccnc3)N2Cc2ccco2)c1 (configuration not stated) | 8% | 2% | 22 | 3 | -13% | -2% | -2 | 11% | ?
COc1ccc(N(CC(=O)NCCSC2CCCCC2)S(=O)(=O)c2ccc(C)cc2)cc1 | 5% | 3% | 7 | 1 | . | 15% | -4 | 0% | .
Nn1cnnc1N/N=C/c1ccc(Cl)c([N+](=O)[O-])c1 | ? | 21µM* | ? | -9 | -3% | ? | -15 | -3% | ?
CCN(CCCNC(=O)Cn1ncc2c(=O)oc3ccccc3c21)c1cccc(C)c1 | -15% | ? | 2 | -2 | -9% | -2% | -11 | -3% | 6%
Cc1nc(Cl)sc1C(=O)Nc1cccc(Cl)c1 | 3% | 0% | 7 | -2 | 16% | -9% | -56* | 5% | -8%
O=C1NC[C@@H](CCCCN2CCN(CC3CCCCC3)C(=O)C2=O)N(CCC2CCCCC2)C1=O | 18% | 13% | 11 | 4 | 18% | . | 2 | -2% | ?
CN(Cc1ccon1)C(=O)CC1C(=O)NCCN1Cc1ccc(F)c(F)c1 (configuration not stated) | -5% | 11% | 9 | -6 | 10% | -4% | i | -4% | 0%
Cc1ccc(S(=O)(=O)/N=C2\C=C(NS(=O)(=O)c3ccc(C)cc3)C(=O)c3ccccc32)cc1 | -9% | -7% | ? | -3 | ? | . | 58 | 0% | -17%
Cc1ccccc1C(=O)Nc1c(C(=O)Nc2cccc(F)c2)oc2ccccc12 | . | . | . | 3 | 0% | . | . | 1% | 9%
NC(=S)Cc1nc(-c2ccccc2)cs1 | 2% | 19% | -19 | -3 | 2% | -4% | -1 | -4% | -16%
COc1cc(C(=O)N2CCN(S(=O)(=O)c3ccc(C)cc3)CC2)ccc1OCc1c(C)noc1C | -1% | -6% | 12 | 0 | -25% | -2% | 6 | 0% | -11%
O=C(CSc1ncn[nH]1)NN(c1ccccc1)c1ccccc1 | -2% | 6% | -6 | 7 | 10% | 7% | 5 | 4% | -4%
CCOc1ccc2[nH]c(C)cc(=O)c2c1 | 6% | -1% | 5 | -2 | -6% | -4% | 54 | 12% | ?
CC(C)NC(=O)c1ccccc1NC(=O)CN(c1ccc2c(c1)OCO2)S(C)(=O)=O | 0% | 0% | 5 | 0 | -3% | -5% | 22 | 6% | 7%
COc1ccc(NC(=O)N(C)C[C@H]2Oc3c(NS(=O)(=O)c4cccs4)cccc3C(=O)N([C@@H](C)CO)C[C@@H]2C)cc1 | 16% | 11% | -4 | 4 | 3% | ? | 22 | -6% | 18%

Six entries picked at random from the list so far:
SMILES | HT1080-NT tox | HT1080 IDH1KD tx | DRD3 antagonist | DRD3 agonist | KB-3-1 cytotox | SW480 rereplic | IL1B secr inh | GLP1R ag | KB-V1 cytotox
CCOc1ccc2[nH]c(C)cc(=O)c2c1 | 6% | -1% | 5 | -2 | -6% | -4% | 54 | 12% | ?
COc1ccc(NC(=O)N(C)C[C@H]2Oc3c(NS(=O)(=O)c4cccs4)cccc3C(=O)N([C@@H](C)CO)C[C@@H]2C)cc1 | 16% | 11% | -4 | 4 | 3% | ? | 22 | -6% | 18%
O=C1NC[C@@H](CCCCN2CCN(CC3CCCCC3)C(=O)C2=O)N(CCC2CCCCC2)C1=O | 18% | 13% | 11 | 4 | 18% | . | 2 | -2% | ?
Cc1ccc(S(=O)(=O)/N=C2\C=C(NS(=O)(=O)c3ccc(C)cc3)C(=O)c3ccccc32)cc1 | -9% | -7% | ? | -3 | ? | . | 58 | 0% | -17%
CC(C)NC(=O)c1ccccc1NC(=O)CN(c1ccc2c(c1)OCO2)S(C)(=O)=O | 0% | 0% | 5 | 0 | -3% | -5% | 22 | 6% | 7%
Cc1ccccc1C(=O)Nc1c(C(=O)Nc2cccc(F)c2)oc2ccccc12 | . | . | . | 3 | 0% | . | . | 1% | 9%

Next structures follow:
SMILES | HT1080-NT tox | HT1080 IDH1KD tx | DRD3 antagonist | DRD3 agonist | KB-3-1 cytotox | SW480 rereplic | IL1B secr inh | GLP1R ag | KB-V1 cytotox
Cn1c(COc2ccc([N+](=O)[O-])cc2)nnc1SCC(N)=O | 7% | 5% | -13 | 1 | 18% | 0% | -1 | 0% | 7%
O=c1oc(-c2ccccc2)nc2c1cnn2-c1ccccc1 | 11% | 0% | 8 | -14 | 11% | -7% | 15 | -11% | -2%
COc1ccc(/C=C2\Sc3ccc(C(=O)NCCCN4CCCC4)cc3N(C)C2=O)cc1OC | -11% | -4% | 4 | 4 | -9% | -5% | -20 | 24% | 0%
CCOC(=O)C1=CN(Cc2cccc(Br)c2)S(=O)(=O)N(CC)C1C (configuration not stated) | -5% | -1% | ? | -16 | 0% | 13% | -20 | 18% | -1%
Cc1cc(OCC(=O)Nc2ccc(N3CCCC3)cc2)cc(C)c1Cl | -2% | -2% | 11 | 5 | 10% | -8% | 3 | -12% | 21%
CSc1ccc(Cl)c(C(=O)OCC(=O)NCC(C)C)c1 | 15% | 6% | 7 | -1 | 14% | -11% | -24 | 5% | 1%
CC(Sc1nnc(NC2CC2)s1)C(=O)Nc1ccc(N2CCOCC2)cc1 (configuration not stated) | 0% | 13% | 10 | 5 | 10% | -7% | -10 | 14% | 5%
O=c1[nH]c(C(F)(F)F)nc2ccc3ccccc3c12 | -17% | ? | 11 | 15 | -26% | 3% | 38 | 2% | -14%
